# From PubChem
# Myeloid diff MLP = compounds promoting myeloid differentiation. calls only at 10 µM. ER-HoxA9 myeloid progenitors, lysozyme-GFP differentiation, flow cytometry. AID 624256. 1% of 360,000 active;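 active = normalized GFP-positive differentiation at or above the plate's own cutoff, the solvent-only control mean plus 3 SD; inconclusive = no clear call, values can overlap the other calls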;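 also: cells exposed to compound for four days before flow analysis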
# Myeloid diff MLP GFP+ MAC1+ % = further read-out of Myeloid diff MLP, marked with its call; GFP+ MAC1+ double positive, %; measured here: differentiation confirmed by MAC1 staining
# Starred values were filed as active, the others as inactive; i = inactive; ? = inconclusive; . = no result given; + = active, no number. An excerpt; count on the stated rates, not on these rows.
SMILES | Myeloid diff MLP GFP+ MAC1+ % | Myeloid diff MLP
CC1(c2ccc3ccccc3c2)NC(=O)N(CC(=O)N2CCC(C(N)=O)CC2)C1=O (stereo not given) | 0.6 | i
Cc1cc(C)n2c(NC3CCCCC3)c(-c3ccc(F)cc3)nc2n1 | 2.2 | i
O=C(COC(=O)c1n[nH]c2ccccc12)c1ccc(F)c(F)c1 | 0.9 | i
Cc1ccc(-c2c(C)cc3oc(=O)cc(-c4ccccc4)c3c2C)cc1 | 0.4 | i
CC(C)Cc1nnc(NC(=O)c2cccc(S(=O)(=O)N3CCOCC3)c2)s1 | 0.3 | i
Cc1ccc(CS(=O)(=O)c2cn(CC(=O)Nc3ccon3)c3ccccc23)cc1 | 0.8 | i
Fc1ccccc1-c1nc(NCC2CC2)nc2ccsc12 | 2.5 | i
CCOC(=O)[C@]12CCCC=C1N(Cc1ccccc1)C(=O)[C@H](CC(=O)N1CCN(C(=O)C3CC3)CC1)C2 | 3.0 | i
Cc1cccc(C)c1NC(=O)CN(C)C(=O)c1ccc2c(=O)n3c(nc2c1)CCC3 | 0.5 | i
O=C(COC(=O)Cc1c(Cl)cccc1Cl)Nc1ccc2[nH]c(=O)[nH]c2c1 | 0.4 | i
N#CC1=C(Nc2ccccc2Cl)SC2(CCCC2)NC1=O | 1.5 | i
OC[C@@H]1CN(Cc2ccccc2)C[C@H](n2cnc3c(N4CCCC4)ncnc32)O1 | 0.7 | i
O=C(CC[C@H]1O[C@@H](n2cnc3c(NC(=O)c4ccccc4)ncnc32)[C@H](O)[C@@H]1O)N[C@@H](CO)c1ccccc1 | 0.4 | i
Cc1cccc(-c2cc3nc(C)cc(=O)n3[nH]2)c1 | 1.9 | i
C=CCNc1ncnc2c1ncn2[C@H]1CN(Cc2ccc3c(c2)OCO3)C[C@@H](CO)O1 | 1.2 | i
CC(C)=CCC/C(C)=C/CNC(=O)C[C@H]1C[C@H](C(=O)N2CCCCC2)[C@@]2(CCc3ccccc3)c3[nH]c4cc(CCC(=O)N(C)C)ccc4c3CCN2C1=O | 0.7* | +
Cc1nc(SCC(=O)NCCN2C(=O)CSC2=O)nc(C)c1C | 0.8 | i
COC(=O)C1(C(=O)OC)C[C@H](c2cccs2)N(Cc2ccccc2OC)[C@@H]1c1ccc(F)cc1 | 1.0 | i
O=C(COC(=O)c1cc[n+]([O-])cc1)Nc1ccc(Br)cc1 | 1.6 | i
CC12CC3(C)CC(C)(C1)CC(C(=O)NC1=NCCS1)(C2)C3 | 1.1 | i

# 4 of the compounds above, as labelled records:
O=C(COC(=O)c1cc[n+]([O-])cc1)Nc1ccc(Br)cc1
  Myeloid diff MLP GFP+ MAC1+ % = 1.6 | Myeloid diff MLP = i

C=CCNc1ncnc2c1ncn2[C@H]1CN(Cc2ccc3c(c2)OCO3)C[C@@H](CO)O1
  Myeloid diff MLP GFP+ MAC1+ % = 1.2 | Myeloid diff MLP = i

CC(C)Cc1nnc(NC(=O)c2cccc(S(=O)(=O)N3CCOCC3)c2)s1
  Myeloid diff MLP GFP+ MAC1+ % = 0.3 | Myeloid diff MLP = i

Cc1nc(SCC(=O)NCCN2C(=O)CSC2=O)nc(C)c1C
  Myeloid diff MLP GFP+ MAC1+ % = 0.8 | Myeloid diff MLP = i

# (more compounds)
SMILES | Myeloid diff MLP GFP+ MAC1+ % | Myeloid diff MLP
CC(=O)c1cccc(-c2ccc3c(=O)[nH]c(Nc4ccccc4)cc3c2)c1 | 4.2 | i
CCOc1ccc(N=Cc2ccc([N+](=O)[O-])cc2)c(O)c1 | 1.9 | i
Cc1cc(C)c(Cn2c(=O)n(CCCC(=O)NCc3ccco3)c(=O)c3ccccc32)c(C)c1 | 1.8 | i
Cc1cc(/C=N/n2cnnc2)c(C)n1-c1ccc2ncccc2c1 | 0.3 | i
Cc1ccnc(NCc2cc(Cl)ccc2O)c1 | 1.3 | i
NC(=O)c1nc(C(=O)N2CCN(c3ccccc3)CC2)c2ccccc2n1 | 0.6 | i
Nc1c(C(=O)CSc2ccccn2)c(=O)[nH]c(=O)n1C1CC1 | 0.1 | i
CCOC(=O)[C@H](CCc1ccccc1)N[C@H]1CCc2ccccc2N(CC(=O)O)C1=O | 2.4 | i
CCCCCCn1c(SCC(=O)NC2CCS(=O)(=O)C2)nc2ccccc2c1=O (stereo not given) | 1.4 | i
COCCN(C(=O)COC(=O)Cc1cccc(OC)c1)c1c(N)n(Cc2ccccc2)c(=O)[nH]c1=O | 0.6 | i
O=C(c1ccc(F)cc1)N1CCC(C(=O)N2CCN(S(=O)(=O)c3ccccc3Br)CC2)CC1 | 0.4 | i
O=C(Nc1cccc(S(=O)(=O)N2CCCCC2)c1)c1cc([N+](=O)[O-])ccc1N1CCOCC1 | 0.6 | i
COc1cc(C(C)=O)ccc1OCC(=O)NC(=O)Nc1ccc(C)cc1C | 0.8 | i
O=C(CSc1nc(=O)n(CCN2CCOCC2)c2c1CCCC2)Nc1cccc([N+](=O)[O-])c1 | 1.5 | i
O=C(COc1coc(CN2CCN(c3ccccc3)CC2)cc1=O)Nc1ccccc1F | 1.4 | i
CCOC(=O)C1=CC[C@@H](c2ccc([N+](=O)[O-])cc2)N(S(=O)(=O)c2ccc(C)cc2)[C@H]1c1ccccc1 | 1.0 | i
COc1ccccc1C(=O)NCCC(=O)NNC(=O)C1COc2ccccc2O1 (stereo not given) | 2.0 | i
CC1CC(C)CN(S(=O)(=O)c2ccc(C(=O)N(C)Cc3ccccc3)cc2)C1 (stereo not given) | 0.9 | i
CC1CN(C(=O)COC(=O)Cc2c(F)cccc2Cl)CC(C)O1 (stereo not given) | 1.0 | i
COc1cc2cnc(-c3ccsc3)c(-c3ccc(F)cc3)c2cc1OC | 1.5 | i

# Sorted by the number under Myeloid diff MLP GFP+ MAC1+ % (descending): 3 from the list above.
canonical_smiles | Myeloid diff MLP GFP+ MAC1+ %
COc1ccccc1C(=O)NCCC(=O)NNC(=O)C1COc2ccccc2O1 (stereo not given) | 2.0
CC12CC3(C)CC(C)(C1)CC(C(=O)NC1=NCCS1)(C2)C3 | 1.1
O=C(CC[C@H]1O[C@@H](n2cnc3c(NC(=O)c4ccccc4)ncnc32)[C@H](O)[C@@H]1O)N[C@@H](CO)c1ccccc1 | 0.4

# The list goes on.
SMILES | Myeloid diff MLP GFP+ MAC1+ % | Myeloid diff MLP
CCOC(=O)C1=C(COC(=O)c2ccc(Cl)cc2[N+](=O)[O-])NC(=O)NC1C (stereo not given) | 0.4 | i
COC(=O)[C@]12CCCCC=C1N(Cc1ccco1)C(=O)[C@H](CC(=O)NCc1ccc(OC)c(OC)c1)C2 | 1.2 | i
Cc1ccc(NC(=O)CN(C)C(=O)c2ccccc2OCc2c(C)noc2C)cc1 | 1.4 | i
C[C@@H]1CN([C@H](C)CO)C(=O)c2cc(Br)cnc2O[C@H]1CN(C)C(=O)Cc1ccccc1 | 0.3 | i
c1ccc2c(c1)OC1OC2Oc2ccccc21 | 1.8 | i
COc1ccc(C2=Nc3ccccc3N(C(=O)c3ccc(C)cc3)C2C(=O)NCc2ccccc2)cc1 (stereo not given) | 2.3 | i
COc1cc(OC)cc(-c2c(C#Cc3ccsc3)c3cc(-c4ccc(CN5CCOCC5)cc4)ccc3n2C)c1 | 1.4 | i
COc1ccc([C@H]2CC(=O)C=C(c3ccc(Br)c4ccccc34)C2)cc1 | 1.0 | i
OC(c1ccccc1)(c1nc(/C=C/c2ccc(C(F)(F)F)cc2)cs1)C(F)(F)F (stereo not given) | 0.3 | i
COc1cccc(CN(C)C(=O)c2cccc(S(=O)(=O)N3CCN(c4ccccc4)CC3)c2)c1 | 0.6 | i
C[C@H](CO)N1C[C@H](C)[C@@H](CN(C)C(=O)Nc2ccc(C(F)(F)F)cc2)Oc2c(NC(=O)NC3CCCCC3)cccc2C1=O | 0.0 | i
O=C(COC(=O)Cc1n[nH]c(=O)c2ccccc12)NNC(=O)c1ccc(Cl)cc1 | 0.7 | i
Cc1ccc(S(=O)(=O)CC(=O)N(CCCN2CCOCC2)c2nc3c(F)cccc3s2)cc1 | 1.3 | i
COc1ccc(CN(C)C(=O)Cn2cc(C)c(=O)[nH]c2=O)cc1OC | 0.6 | i
CN(CC(=O)Nc1ccccc1Cl)C(=O)c1cccc(S(=O)(=O)N2CCN(c3ccccc3)CC2)c1 | 0.7 | i
CN(C(=O)c1ccc(NC(=O)Cc2cccc(NC(=O)C3CCCN(C(=O)C4CCCC4)C3)c2)cc1)C1CCCC1 (stereo not given) | 0.6 | i
COc1ccccc1CNC(=O)COC(=O)C1CCN(S(=O)(=O)c2ccc(C)c(C)c2)CC1 | 1.2 | i
O=C(CN1C(=O)NC2(CCCCC2)C1=O)N1CCN(S(=O)(=O)c2cccc([N+](=O)[O-])c2)CC1 | 0.3 | i
COc1ccc(-c2cc(C(=O)NCc3ccco3)c3ccccc3n2)cc1OC | 1.0 | i
O=C1c2c(-c3ccc(Br)cc3)noc2CCN1Cc1cn(Cc2ccccc2)nn1 | 2.2 | i
COc1ccc(NS(=O)(=O)c2cccc(C(=O)NN=Cc3ccc(OC)c(O)c3)c2)cc1 | 3.1 | i
O=C(Nc1cccc(F)c1)c1ccc(-c2cccnc2)c2ccoc12 | 1.6 | i
CC[C@@]1(C(=O)OC)N[C@H](CN(C)S(=O)(=O)c2ccc(F)cc2)[C@@H]2C(=O)N(C)C(=O)[C@@H]21 | 0.9 | i
O=C(C1CC(=O)N(c2ccccc2)C1)N1CCC(c2nc3ccccc3[nH]2)CC1 (stereo not given) | 1.0 | i
Cc1ccc(/C=N/N2CCN(Cc3cccc4ccccc34)CC2)s1 | 0.1 | i
CSCCNC(=O)C1(C)CCN1C(=O)C/C=C/c1ccccc1 (stereo not given) | 0.4 | i
CCOC1=C2[C@H](c3cccs3)N(S(=O)(=O)c3ccc(C)cc3)C[C@H]2n2c(=O)n(-c3ccccc3)c(=O)n2C1 | 1.7 | i
CCCNC(=O)C1(C)CCCN(Cc2ccc(C)cc2)C1 (stereo not given) | 1.4 | i
CCOc1ccc(S(=O)(=O)Nc2cc(S(=O)(=O)N3CCOCC3)ccc2OC)cc1 | 0.6 | i
O=C(Nc1ccccc1Br)c1ccc(N2CCCC2=O)cc1 | 0.9 | i
CN(C)C(=O)c1ccc(NC(=O)c2cccc(S(=O)(=O)N3CCN(Cc4ccccc4)CC3)c2)cc1 | 1.3 | i
CN(CC(=O)Nc1ccccc1Cl)CC(=O)Nc1cccc2ccccc12 | 1.5 | i
CC(=O)C1=CCC(c2cccc(Cl)c2)N(S(=O)(=O)c2ccc(C)cc2)C1 (stereo not given) | 1.1 | i
CCC(c1nnnn1-c1ccc2c(c1)OCCO2)N1CCN(c2ncccn2)CC1 (stereo not given) | 1.0 | i
CCOC(=O)c1c(C)[nH]c(C(=O)OCC(=O)N(C)c2c(N)n(Cc3ccccc3)c(=O)[nH]c2=O)c1C | 1.1 | i
Cc1ccc(S(=O)(=O)N2CCOCC2)cc1C(=O)Nc1nc(-c2ccccn2)cs1 | . | ?
COc1ccc(S(=O)(=O)N2CCOCC2)cc1NC(=O)CCCOc1ccc(C(C)=O)cc1 | 1.3 | i
O=C(Nc1ccc(-n2cnnn2)cc1)c1cc(S(=O)(=O)N2CCCC2)ccc1Cl | 0.7 | i
O=C1C=C(c2ccc(CO)cc2)C[C@@H](c2ccc(F)cc2)C1 | 0.4 | i
CCCCC[C@H]1CCCCC[C@@H](O)C[C@@H](O)[C@@H](O)/C=C/C(=O)O1 | 0.9 | i
COc1ccccc1CNC(=O)c1cccc(S(=O)(=O)N2CCN(c3ccc(F)cc3)CC2)c1 | 1.0 | i
CCN(CC(=O)Nc1c(F)cccc1F)C(=O)Cc1c[nH]c2ccccc12 | 1.1 | i
COc1ccccc1OCC(=O)N1CCN(S(=O)(=O)c2ccc(Cl)cc2)CC1 | 0.8 | i
CCOC(=O)[C@H]1[C@H]2COc3ccccc3[C@@H]2N2C(=O)c3ccccc3NC(=O)[C@@]12C | 0.7 | i
CCN([C@H](CO)C(C)C)S(=O)(=O)c1ccccc1Br | 0.0 | i
Cc1cccc(C(=O)OCC(=O)N2CCCC2=O)c1O | 0.5 | i
CCOC(=O)C1=CC[C@@H](c2ccccc2)N(S(=O)(=O)c2ccc(C)cc2)[C@H]1/C=C/c1ccccc1 | 1.6 | i
CC[C@@H]1CCCCc2ccccc2[C@@H](C(=O)C[C@H](O)CC(C)=O)OC1=O | 0.6 | i
C=CCn1c(SCc2c(C)noc2C)nc2cc(C(=O)O)ccc2c1=O | 0.9 | i
CCOCC(=O)NC1CCc2cc(OC(=O)COCC)c(OC)c(OC)c2-c2ccc(SC)c(=O)cc21 (stereo not given) | . | ?
CC(C)(C)OC(=O)NCc1ccc(NC(=O)c2nc[nH]c2C(=O)NCCNC(=O)c2[nH]cnc2C(=O)Nc2ccc(CNC(=O)OC(C)(C)C)cc2)cc1 | 1.4 | i
O=C(NCc1ccco1)c1cccc2c(-c3ccc(F)c(F)c3)coc12 | 0.7 | i
COCCNc1nc(NCc2cc(-c3ccc(OC)cc3)no2)c2sccc2n1 | 1.0 | i
COCCCN1C(=O)C(CC(=O)NC2CC2)CC(C(=O)N(C(C)C)C(C)C)=C1C (stereo not given) | 0.5 | i
COc1ccc(S(=O)(=O)N2CCN(C(=O)C3CC3)CC2)cc1Br | 0.9 | i
COc1ccc(-c2cnc3c(NC(C)=O)cc(-c4cccc(C(=O)NCCN(C)C)c4)cn23)cc1OC | 2.5 | i
CN(C)CCCN(C(=O)c1ccc(S(=O)(=O)N2CCc3ccccc3C2)cc1)c1nc2c(F)cc(F)cc2s1 | 0.3 | i
Cc1ccccc1-c1ccc(CN2C(C(C)C)C(=O)N(Cc3cn(CCC4OCCO4)nn3)CCS2(=O)=O)cc1 (stereo not given) | 1.4 | i
C=CCOc1ccc(/C=C/C(=O)OCC(=O)N(C)CC(=O)Nc2ccccc2Cl)cc1 | 0.7 | i
CCOC1=CC(=O)N(Cc2ccccc2)C1 | 0.6 | i
CC(C)N1CCC1(C)C(=O)Nc1cc(-c2ccccc2)nn1C (stereo not given) | 1.0 | i
COc1ccc(C(CNC(=O)CCNS(=O)(=O)c2ccc(C)cc2)N2CCOCC2)cc1 (stereo not given) | 0.7 | i
COCc1c(C(=O)N2CCN(CCOc3ccccc3)CC2)oc2ccccc12 | 0.8 | i
